L3MBTL1 block: blocks human L3MBTL1 | Potency, µM (titrated, usually from 57.1 µM), without a hit: at the top dose activity, negative = inhibition, hits mostly inhibitors | 230,000 compounds, 0.66% hits | AlphaScreen L3MBTL1–H3K9me1 peptide binding | Q9Y468; note: nearly all actives have a fitted effect of over 60% in size
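AlphaScreen proximity signal between nickel-chelate acceptor and streptavidin donor beads (final 10 ug/mL) reports binding of 50 nM L3MBTL1 to 75 nM biotin-H3 K9me1 peptide; complex incubated with compounds 30 min at room temperature; cefsulodin titration as control.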
GoLoco inh red: RGS12 GoLoco-Gai1 interaction inhibition. Gai1:RGS12 GoLoco peptide FP, rhodamine, 10 min. Potency, µM (doses to about 61.6 µM), without a hit: top-dose activity, negative = inhibition, most hits filed as inhibitors. 230,000 compounds, 0.44% hits. AID 880; active = well fitted inhibition curve with a large enough effect, not every such curve was filed as active; inactive = no such curve, though single readings can be large or run the other way; note: nearly all actives have a fitted effect of over 30% in size; many of its hits are not listed in these tables
Target sequence (P63096 whole entry, looked up): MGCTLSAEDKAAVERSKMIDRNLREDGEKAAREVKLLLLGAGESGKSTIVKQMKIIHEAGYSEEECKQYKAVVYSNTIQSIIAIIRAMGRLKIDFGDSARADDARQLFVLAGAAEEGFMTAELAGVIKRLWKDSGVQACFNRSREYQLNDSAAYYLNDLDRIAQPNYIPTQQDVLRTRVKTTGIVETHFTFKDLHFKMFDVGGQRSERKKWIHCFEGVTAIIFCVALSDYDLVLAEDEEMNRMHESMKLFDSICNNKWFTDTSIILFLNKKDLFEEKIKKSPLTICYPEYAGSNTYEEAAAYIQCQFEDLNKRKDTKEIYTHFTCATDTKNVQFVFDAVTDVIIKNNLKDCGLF
TRb SRC2 PPI: disrupts binding of human TR beta to SRC2. P10828. TRbeta-SRC2 peptide binding, fluorescence polarization; receptor liganded with 1 µM T3. Potency, µM (top dose mostly 106 µM), for the others: at the top dose activity change, negative = inhibition, actives largely listed as inhibitors. 280,000 compounds, 0.065% hits. AID 1469;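 note: plate controls were bound peptide for no effect and peptide without receptor for full effect; nearly all actives have a fitted effect of over 50% in size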
Target sequence (P10828 whole entry, looked up): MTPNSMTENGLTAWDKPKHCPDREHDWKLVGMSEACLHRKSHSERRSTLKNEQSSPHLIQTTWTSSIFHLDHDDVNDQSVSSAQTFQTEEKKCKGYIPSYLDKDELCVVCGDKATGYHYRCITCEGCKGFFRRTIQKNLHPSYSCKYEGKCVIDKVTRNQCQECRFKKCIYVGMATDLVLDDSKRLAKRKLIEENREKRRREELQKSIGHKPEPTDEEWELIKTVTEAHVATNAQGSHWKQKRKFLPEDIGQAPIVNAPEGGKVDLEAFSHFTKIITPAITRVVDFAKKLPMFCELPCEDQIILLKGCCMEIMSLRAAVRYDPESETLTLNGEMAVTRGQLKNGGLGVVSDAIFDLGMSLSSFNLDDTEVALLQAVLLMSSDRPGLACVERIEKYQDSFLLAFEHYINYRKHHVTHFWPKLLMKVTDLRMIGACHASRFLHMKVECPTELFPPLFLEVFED
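Compounds were added to 0.6 uM TRb ligand-binding domain and 20 nM Texas Red-labeled SRC2 peptide in Tris buffer containing 1 uM T3, incubated 5 hr at ambient temperature, then read by fluorescence polarization.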
aGlu spleen mod: lysosomal alpha-glucosidase (human) modulation; Potency, µM (series often up to 79.9 µM), for inactives: at the highest dose activity change, negative = inhibition, actives largely listed as inhibitors; P10253; human spleen homogenate, 4-MU-alpha-glucoside fluorescence; 240,000 compounds, 0.006% hits;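 note: 0% = enzyme with vehicle and -100% = no enzyme basal signal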
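AC50 values come from Hill-equation fits of concentration-response data, normalized to no-enzyme and full-activity controls. Enzyme source: 1 ug human spleen homogenate; 1 mM fluorogenic 4-MU glucoside, pH 5.0 citrate buffer, 37 C, 40 min.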
TexasRed fluor: Texas Red fluorescence interference in TRb-SRC2 counter-screen; TRb/SRC2 Texas Red total fluorescence interference; Potency, µM (highest dose often 106 µM), for inactives: top-dose fluorescence change, negative = quenching; 280,000 compounds, 0.29% hits; active = well fitted curve in either direction with a large enough effect; inconclusive = small, poorly fitted or top-dose-only effect
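Human TRb ligand-binding domain at 0.6 uM with 20 nM Texas Red SRC2 peptide in Tris buffer containing 1 uM T3 and 5% DMSO, incubated with compound 5 h at ambient temperature. Total fluorescence (555/632 nm) calculated as parallel + 2 × perpendicular.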
GAA inh: alpha-glucosidase (human) inhibition; P10253; purified human GAA, 4-MU-alpha-glucoside fluorescence; Potency, µM (series often up to 76.9 µM), for the others: at the highest dose activity change, negative = inhibition, usual class: inhibitors; 200,000 compounds, 0.005% hits; AID 1466;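 note: plate controls were uninhibited enzyme wells for no effect and no-enzyme background for full effect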
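Fluorogenic assay: 4 nM human alpha-glucosidase with 400 uM 4-methylumbelliferyl-alpha-D-pyranoside in 50 mM citrate/phosphate, 0.005% Tween-20, pH 5.0, 20 min at room temperature. Compounds tested up to 77 uM; AC50 from Hill fits.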
RECQ1 inh: blocks DNA unwinding by human RECQ1; P46063; Potency, µM (highest dose often 57.3 µM), for the others: at the highest dose activity, negative = inhibition, hits mostly inhibitors; 240,000 compounds, 0.54% hits; RECQ1 DNA unwinding, red fluorescence kinetic read;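 note: plate controls were vehicle for no effect and no enzyme for full effect; nearly all actives have a fitted effect of over 30% in size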
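RECQ1T1 50 nM; forked duplex (20 bp + 30-nt ss tails) 200 nM, ATP 2 mM final; pH 8.0, 2 mM MgCl2, 2.5 ug/ml poly(dI-dC); 15 min compound preincubation; discontinuous kinetic read over 2 h at RT.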
GAA glycogen: GAA glycogen-cleavage inhibition or activation; 300,000 compounds, 0.38% hits; recombinant GAA, glycogen substrate, Amplex Red glucose oxidase fluorescence; Potency, µM (titrated, usually from 76.4 µM), inactives show at the top dose activity change, negative = inhibition, actives largely listed as inhibitors; P10253;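 note: 0% = full enzyme reaction and -100% = no-enzyme basal signal; the screen sought inhibitors and activators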
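Recombinant human alpha-glucosidase (4 nM final) hydrolysed bovine liver glycogen (30 ug) for 40 min at 37 C in pH 5.0 citrate/phosphate with 0.01% Tween-20. Released glucose detected by glucose oxidase/Amplex Red, Ex 573/Em 610 nm. Compounds up to 77 uM; AC50 from Hill fits.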
* marks the source's active call; other numbers are inactive results; i = inactive; u = inconclusive; x = not tested or not shown; & = joins results of further samples; [ ] = remark or other dose. Unless noted, calls come from the whole dose curve; as a rule, active = well fitted curve in the direction sought with a large enough effect; inconclusive = small, poorly fitted or top-dose-only effect, or another doubt; inactive = no such curve, though single readings can be large; an effect the other way counts as inactive or inconclusive. Unless noted, % is set by controls: 0 for no effect and ±100 for the full control effect; potency is the fitted concentration of half-maximal effect. An excerpt (hit frequency here may not be typical).

Values run as follows: L3MBTL1 block, GoLoco inh red, TRb SRC2 PPI, aGlu spleen mod, TexasRed fluor, GAA inh, RECQ1 inh, GAA glycogen
O=C(C[n+]1ccccc1)N/N=C/c1ccco1
    u, 7.4%, 1.1%, 7.6%, -1.7%, -2.2%, i, -6.4%
O=c1[nH]c(SCc2ccccc2)nnc1-c1ccccc1
    47.2%[activator], 10.7%, 1.6%, -1.3%, -2.7%, 2.8%, -3.2%, 0.5%
Cc1ccc(S(=O)(=O)Nc2cccc3ccc[n+](C)c23)cc1
    x, x, -5.2%, 6.3%, -0.6%, x, -1.6%, x
COc1ccc(C2C3=C(CC(C)(C)CC3=O)Oc3ncn(Cc4ccco4)c(=N)c32)cc1 (stereo unspecified)
    -6.3%, 0.1%, -14.0%, -19.0%, -1.3%, -0.9%, -15.6%, -0.5%
C#CCOCCOCCOCCNc1nc(N2CCN(C(=O)[C@H](CCCCN)n3cc(C(N)COC(=O)C(F)(F)F)nn3)CC2)nc(N2CCN(C(=O)[C@H](CCCCN)n3cc(C(N)CC(C)C)nn3)CC2)n1 (stereo partly specified)
    x, 4.1%, -6.6%, -11.6%, 0.8%, x, 34.2%[activator], 2.5%
COc1ccc(-c2ccc(-c3noc(-c4ccco4)n3)c(OC)n2)cc1
    17.5%, 33.0%[activator], 0.5%, -5.1%, -0.9%, 3.2%, -4.6%, 1.6%
C=CCOC(=O)N[C@H](/C(C(=O)OC)=C(\C)NCc1ccccc1)c1ccc(Br)cc1
    x, -3.0%, 3.8%, -17.2%, -2.2%, x, 4.5%, x
CC(=O)Nc1ccc(S(=O)(=O)N=S(C)C)cc1
    -1.4%, 6.3%[14.2 µM], 3.4%&-8.0%, 0.2%&-4.1%, -0.5%&-1.3%, -6.6%, 10.9%&-2.6%, 8.1%&6.0%
CC(Oc1ccccc1)C(=O)N1CCN=C1SCc1ccccc1 (stereo unspecified)
    10.5%, 6.4%, -5.8%, x, -0.5%, -1.5%, -18.7%, -9.9%
CCCCNC(=O)c1cc([N+](=O)[O-])[nH]n1
    6.7%, 1.3%, -5.4%, -2.2%, -1.3%, 6.8%, -4.6%, 5.9%
CS(=O)(=O)N(CC(=O)NCc1ccc2c(c1)OCO2)Cc1ccc(Cl)cc1
    2.9%, -2.2%, -30.0%, -2.0%, -0.8%, -0.3%, 2.3%, -5.9%
CCSc1nnc(C)n1-c1ccc(C(=O)O)cc1
    x, 2.3%, 2.0%, 2.7%, 2.5%, 3.3%, -11.8%, -4.6%
CCOc1ccccc1NC(=O)C(NCC1CCCCC1)c1ccccc1 (stereo unspecified)
    12.6%, 7.8%, -4.2%, -8.4%, -2.6%, -2.1%, -12.2%, -14.5%
COc1ccc2sc(NC(=O)CC(C)C)nc2c1
    3.4%, 12.2%, -1.8%, -5.7%, 1.7%, -7.3%, -3.8%, -4.0%
O=C(O)c1nccnc1C(=O)Nc1ccccc1N1CCOCC1
    -3.1%, 14.6%, 5.1%, -1.2%, -1.3%, 2.7%, -9.8%, -5.2%
CCOC(=O)N1CCN(S(=O)(=O)c2ccc(F)c(C(=O)Nc3cccc(Cl)c3C)c2)CC1
    3.6%, -3.5%, -4.3%, 2.3%, -0.9%, -3.1%, -6.9%, -2.8%
COC(=O)CCN(c1ccccc1)S(=O)(=O)c1ccc(OC)cc1
    -6.8%, 2.8%, -13.8%, -8.4%, 0.3%, -6.2%, -9.4%, -8.0%
O=C(CCC1CCCCC1=O)c1ccccc1 (stereo unspecified)
    8.2%, -4.1%, -7.4%, 5.7%, -3.9%, 8.9%, -2.1%, -3.5%
COc1ccccc1NC(=O)CN1CCN(S(=O)(=O)c2ccc(Br)cc2)CC1
    0.1%, 3.6%, -4.9%, -14.5%, 3.8%, -3.9%, -1.1%, -4.4%
Cc1ccc(C)c(NC(=O)COc2cccc3c2CCN(Cc2ccccc2C)C3=O)c1
    -8.5%, 9.2%, -4.3%, -4.2%, 8.8%, -2.9%, -2.1%, -3.4%
O=C(COc1ccccc1F)Nc1ccc(-c2nc3ccccc3s2)cc1
    -4.9%, x, 11.7%, x, -8.3%, x, x, 10.8%[76.3 µM]
O=C(CSc1nccc(-c2cccs2)n1)Nc1ccc(Cl)cc1
    -8.4%, 2.0%, -11.2%, -4.9%, -2.1%, -5.6%, 0.9%, 4.2%
CCS(=O)(=O)N1CCC[C@H]2CN3CCc4cc(OC)ccc4[C@@H]3C[C@@H]21
    x, 5.7%&5.2%, 2.1%&3.5%, -9.0%&1.0%, -0.8%&2.0%, x, -0.9%, x
CC1CCCCC1N1CN=C(Nc2nc3ccccc3s2)NC1 (stereo unspecified)
    0.3%, 2.7%, 3.0%, -2.1%, -2.1%, -0.2%, -2.2%, 2.7%
C/C=C(/C)C(=O)O[C@@H]1[C@H](OC(=O)C=C(C)C)c2c(ccc3ccc(=O)oc23)OC1(C)C
    1.2%, -0.2%, -0.7%, 3.2%, -1.2%, -9.8%, -2.5%, 3.9%
O=C(NC1CCCCC1)C(=S)N1CCOCC1
    -1.7%, 1.4%, 2.7%, 0.7%, 3.9%, 7.9%, i, 20.0%
CCOC(=O)C1(c2csc(N)n2)COC(=O)C1 (stereo unspecified)
    x, -14.5%, -3.6%, 10.0%, 1.7%, 3.2%, i, -3.3%
CC(C)OCCCNC(=O)c1ccc(N(C)S(C)(=O)=O)cc1
    1.5%, 4.4%, -10.6%, -1.4%, -1.1%, -4.4%, 6.6%, 9.9%
CNC(=S)NCCc1ccc(OC)c(OC)c1
    -0.3%, 7.6%, 0.2%, -4.0%, -1.1%, 0.7%, 9.6%, -0.2%
Cc1nc2ccc(C(=O)O)cc2c2c1CC(C)S2 (stereo unspecified)
    x, -33.0%, -4.3%, -18.5%, 3.9%, 4.7%, i, 2.3%

At a glance, three of the compounds above.
Values run as follows: L3MBTL1 block, GoLoco inh red, TRb SRC2 PPI, aGlu spleen mod, TexasRed fluor, GAA inh, RECQ1 inh, GAA glycogen
CC(C)OCCCNC(=O)c1ccc(N(C)S(C)(=O)=O)cc1
    1.5%, 4.4%, -10.6%, -1.4%, -1.1%, -4.4%, 6.6%, 9.9%
CNC(=S)NCCc1ccc(OC)c(OC)c1
    -0.3%, 7.6%, 0.2%, -4.0%, -1.1%, 0.7%, 9.6%, -0.2%
Cc1nc2ccc(C(=O)O)cc2c2c1CC(C)S2 (stereo unspecified)
    x, -33.0%, -4.3%, -18.5%, 3.9%, 4.7%, i, 2.3%

Remaining list, next part
Values run as follows: L3MBTL1 block, GoLoco inh red, TRb SRC2 PPI, aGlu spleen mod, TexasRed fluor, GAA inh, RECQ1 inh, GAA glycogen
O=C(CC1=NCCNC(c2ccccc2)C1)c1ccccc1O (stereo unspecified)
    -7.9%, 23.2%, 17.4%, -2.0%, 0.1%, u, -0.6%, -2.8%
Cn1c(-c2ccc3c(c2)OCO3)cnc1N
    -9.4%, -0.5%, -4.5%, -1.1%, 4.4%, -4.2%, i, -17.2%
COc1cccc(C2=NCCc3cc4c(cc32)OCO4)c1OC
    3.2%, 5.7%, -4.2%, 8.6%, -2.0%, -2.6%, -6.4%, 11.5%
Cn1c(C(=O)NCCCN2CCCC2=O)cc2c(=O)n(C)c3ccccc3c21
    x, 3.5%, -4.8%, 1.6%, -5.3%, 4.1%, -2.2%, 7.8%
COc1ccc(CNC(=O)COc2ccc(C)nc2[N+](=O)[O-])cc1
    6.2%, 6.6%, -5.8%, -13.6%, 0.9%, -1.6%, -8.3%, -1.1%
COC(=O)CC1C(=O)NCCN1C(=S)NC(=O)c1sc2ccccc2c1Cl (stereo unspecified)
    -3.1%[11.4 µM], -19.2%, -5.6%, -4.4%, -4.8%, -0.2%, i, -17.0%
Cc1nn(C)c(C)c1CNC(=O)c1cc2n(n1)C(C(F)(F)F)CC(c1cccs1)N2 (stereo unspecified)
    -0.4%, 13.7%, -20.1%, -8.7%, 1.8%, 2.3%, -10.0%, 3.9%
O=C1Nc2ccc(S(=O)(=O)NCc3ccccn3)c3cccc1c23
    x, 11.8%, 0.7%, -1.3%, -1.7%, 3.4%, -17.2%, 1.7%
Cc1cc2nc(C3CCN(C(=S)NCCCOC(C)C)CC3)[nH]c2cc1C
    -5.2%, 10.7%, 6.3%, -15.3%, -2.5%, 6.8%, -2.2%, 8.5%
CCOC(=O)c1sc(=S)n(-c2ccc(C)cc2)c1SC
    35.3%[activator], 15.0%, -3.7%, 1.5%, -7.5%, u, -6.8%, -5.4%

An excerpt of these results, as comma-separated lines.
Molecule,L3MBTL1 block,GoLoco inh red,TRb SRC2 PPI,aGlu spleen mod,TexasRed fluor,GAA inh,RECQ1 inh,GAA glycogen
Cc1cc2nc(C3CCN(C(=S)NCCCOC(C)C)CC3)[nH]c2cc1C,-5.2%,10.7%,6.3%,-15.3%,-2.5%,6.8%,-2.2%,8.5%
CCOC(=O)c1sc(=S)n(-c2ccc(C)cc2)c1SC,35.3%[activator],15.0%,-3.7%,1.5%,-7.5%,u,-6.8%,-5.4%
Cn1c(C(=O)NCCCN2CCCC2=O)cc2c(=O)n(C)c3ccccc3c21,x,3.5%,-4.8%,1.6%,-5.3%,4.1%,-2.2%,7.8%

Additional entries:
Values run as follows: L3MBTL1 block, GoLoco inh red, TRb SRC2 PPI, aGlu spleen mod, TexasRed fluor, GAA inh, RECQ1 inh, GAA glycogen
COc1cc(/C=N/NC(=O)c2cc3ccccc3cc2O)ccc1OCCN1CCCCC1
    -9.7%, 126.0%[activator], 5.5%, -10.3%, -6.2%, u, 5.8%, -0.9%
CN(C)S(=O)(=O)c1ccc(C(=O)OCC(=O)c2ccc3c(c2)NC(=O)CO3)cc1
    -12.3%, 87.5%[activator], -3.7%, -4.8%, -2.4%, 3.0%, -7.8%, -5.6%
O=C1C(Cc2ccc3[nH]ccc3c2)NC(=S)N1c1ccccc1 (stereo unspecified)
    0.2%, 10.1%, -8.2%, -14.0%, -2.7%, x, -2.6%, -21.5%
C/C(=N\Nc1ccc(Cl)c(C(=O)O)c1)c1cccc([N+](=O)[O-])c1
    -17.1%, -0.6%, 3.3%, 3.1%, -2.5%, x, -7.1%, u

Compound activity from PubChem.
